Source: PubChem (several laboratories)
PMI activator: activators of human phosphomannose isomerase; AID 1214; P34949; purified human PMI, coupled resazurin fluorescence, 20 min; hits give high values; 1 = vehicle control, 0 substrate-free wells; activation factor at 20 µM; actives 0.005% (n = 190,000);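 active = activation factor of 2 or more at 20 µM, relative to plate controls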
Target sequence (P34949 whole entry, looked up): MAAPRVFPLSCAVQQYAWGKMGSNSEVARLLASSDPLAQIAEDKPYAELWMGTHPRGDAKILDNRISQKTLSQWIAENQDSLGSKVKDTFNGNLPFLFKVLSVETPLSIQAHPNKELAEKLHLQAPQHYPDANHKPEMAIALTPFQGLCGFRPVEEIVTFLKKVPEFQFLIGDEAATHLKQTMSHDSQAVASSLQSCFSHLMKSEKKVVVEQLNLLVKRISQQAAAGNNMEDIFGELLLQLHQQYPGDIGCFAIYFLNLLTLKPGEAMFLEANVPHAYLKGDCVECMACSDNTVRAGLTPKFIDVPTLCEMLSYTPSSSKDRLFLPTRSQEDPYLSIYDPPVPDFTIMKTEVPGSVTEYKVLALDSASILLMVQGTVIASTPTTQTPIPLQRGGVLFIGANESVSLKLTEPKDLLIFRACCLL
Diaph act CS: diaphorase activation or chemical reduction counter-screen. Diaphorase/resazurin coupled assay, resorufin fluorescence, 16 min; hits give high values; 1 = vehicle wells, 0 = NADH-free wells. activation factor at 20 µM. actives 0.005% (n = 190,000);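 active = diaphorase activity raised at least twofold by the compound at 20 µM; inactive = activation factor below 2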
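Test system: Clostridium kluyveri diaphorase, purified enzyme; input: enzyme 0.07 U/mL final; buffer or medium: 50 mM HEPES pH 7.4 with 4.542 mM MgCl2, 0.005% Tween 20; also added: 0.114 mM NADH and 0.1 mM resazurin, final amounts; schedule: 16 min enzyme reaction, ambient temperature; technique: fluorescence of resorufin, 544 nm excitation, 590 nm emission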
TNAP inh noacc: blocks human TNAP activity with no phosphate acceptor present; P05186; purified TNAP, CDP-star luminescence, 30 min; inhibition, % at 20 µM; actives 0.26% (n = 200,000); AID 1012;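 active = tissue-nonspecific alkaline phosphatase inhibition above about 50% at 20 µM in the single-dose screen, limit read from the data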;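 also: 0% = DMSO negative control and 100% = EDTA positive control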
Efa HMGR inh: blocks class II HMG-CoA reductase of Enterococcus faecalis. purified E. faecalis HMGR, NADPH absorbance 340 nm kinetic. inhibition, % at 10 µM. actives 0.41% (n = 190,000). AID 1066;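 active = inhibition above a set limit, the median over all tested compounds plus 3 SD, cut at about 9.5% in these data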;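 also: enzyme runs in reverse so mevalonate oxidation gives rising NADPH absorbance; 0% = complete reaction with DMSO and 100% = background rate lacking mevalonate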
FLuc stim CS: firefly luciferase counter-screen for stimulation assays | ATPlite luciferase biochemical, luminescence, 10 min; 0 = ATP-free wells, 1 = DMSO control | 200,000 tested, under 10 active | activation factor at 10 µM | P08659;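 active = luciferase activation factor, scaled between plate controls, of at least 2 with compound at 10 µM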
Target sequence (P08659 whole entry, looked up): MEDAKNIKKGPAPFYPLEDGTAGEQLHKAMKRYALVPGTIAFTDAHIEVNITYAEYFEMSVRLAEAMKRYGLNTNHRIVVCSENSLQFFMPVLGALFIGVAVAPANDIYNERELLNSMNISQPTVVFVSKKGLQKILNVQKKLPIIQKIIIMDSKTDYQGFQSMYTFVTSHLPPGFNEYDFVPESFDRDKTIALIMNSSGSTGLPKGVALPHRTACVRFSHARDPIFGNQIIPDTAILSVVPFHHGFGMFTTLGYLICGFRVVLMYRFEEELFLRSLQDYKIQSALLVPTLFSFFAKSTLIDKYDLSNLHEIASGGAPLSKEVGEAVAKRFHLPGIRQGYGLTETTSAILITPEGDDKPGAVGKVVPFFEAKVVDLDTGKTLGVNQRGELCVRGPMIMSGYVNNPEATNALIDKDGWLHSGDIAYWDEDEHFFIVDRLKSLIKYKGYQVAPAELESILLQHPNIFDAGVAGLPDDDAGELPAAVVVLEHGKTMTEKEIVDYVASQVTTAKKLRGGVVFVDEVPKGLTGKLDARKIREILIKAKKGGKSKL
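Assay system: Luciferase/luciferin detection reagent, cell-free biochemical luciferase assay / Read-out: luciferase activation / Benchmarks: No-ATP low control, compound-free enzyme-plus-ATP high control / Medium: PBS buffer for ATP / Detection: luminescence measurement of luciferase light output / Schedule: 10 min at ambient temperature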
G6PDH counter: inhibits Leuconostoc G6PDH, flagging false hits in G6PDH-based assays; Purified L. mesenteroides G6PDH, diaphorase/resazurin coupled fluorescence, 45 min; inhibition, % at 5 µM; actives 0.12% (n = 200,000); AID 1020; in the data active = inhibition above about 50%
PMI act satM6P: PMI (human) activation, high substrate; P34949; AID 1216; activation factor at 20 µM; coupled PMI enzyme assay, resazurin fluorescence, 20 min; hits give high values; 1 = untreated enzyme, 0 = substrate-free blank; actives 0.34% (n = 190,000);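 active = activation factor of 2 or more at 20 µM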
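Test system: human PMI in coupled enzyme assay; Input: PMI at 15 ng/mL final; Medium: HEPES buffer, pH 7.4; Schedule: 20 min incubation at room temperature; Technique: resorufin fluorescence at Ex 544/Em 590 nm; Compound: 20 µM single dose; Probe or stimulus: Near-saturating mannose-6-phosphate, 1.0 mM.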
TNAP inh hiacc: TNAP (human) inhibition, high acceptor; inhibition, % at 20 µM; actives 0.03% (n = 200,000); purified TNAP, CDP-star luminescence, 1 M DEA;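 active = over 50% inhibition of tissue-nonspecific alkaline phosphatase at 20 µM in the single-dose screen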;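 also: plate controls were DMSO wells for no effect and EDTA-quenched wells as full inhibition for full effect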
Diaphorase inh: counter-screen for diaphorase-based assays: diaphorase inhibitors and chemical oxidizers; AID 1217; diaphorase resazurin-to-resorufin fluorescence, NADH, 16 min; bacterial (C. kluyveri) enzyme, not human; actives 0.69% (n = 190,000); inhibition, % at 20 µM;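 active = primary screen inhibition at 20 µM above a set limit, cut at about 50% in these data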;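 also: plate controls were DMSO with full reaction for no effect and wells lacking NADH for full effect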
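Test system: Clostridium kluyveri diaphorase enzyme / Quantity: diaphorase at 0.14 U/mL in enzyme working solution / Incubation: 16-min room-temperature incubation before reading / Benchmarks: NADH-free wells as positive control, DMSO-only neutral wells / Signal: resorufin fluorescence 544/590 nm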
TNAP act hiacc: TNAP (human) activation, high acceptor. 200,000 tested, under 10 active. AID 1136. purified TNAP, CDP-star luminescence, 1 M DEA, 30 min; hits give high values; 0 = EDTA background, 1 = DMSO-only activity. P05186. activation factor at 20 µM;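 active = activation factor at least 2 at 20 µM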
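Control set: EDTA negative control, DMSO positive control / Assay system: human TNAP / Quantity: TNAP 1/800 final / Evaluation: TNAP activation factor scaled between EDTA and DMSO control wells / Measured by: luminescent substrate turnover signal / Compound dosing: one dose, 20 µM / Times: 30 min enzyme reaction at room temperature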
* = called active by the depositor.

Below each compound – PMI activator	Diaph act CS	TNAP inh noacc	Efa HMGR inh	FLuc stim CS	G6PDH counter	PMI act satM6P	TNAP inh hiacc	Diaphorase inh	TNAP act hiacc
> CC(C)N(C(=O)C1CC(=O)OC12CCCCC2)C(C)C (stereo not drawn)
  1	0.9	-6	-8	1	-8	1	1	12	1
> O=C(O)c1cc(=O)c2cc(Cl)ccc2o1
  0.9	0.9	-8	0	1.1	-1	1	-1	5	1
> COCCN1C(=O)N[C@@H](c2ccc(Br)cc2)C(C(=O)OC)=C1C
  1	0.8	-6	0	1.1	18	1	-1	19	1
> COC(=O)c1c(N2C(=O)[C@H]3[C@@H](C2=O)[C@]2(C(=O)Nc4c(C)cccc42)N2CCC[C@@H]32)sc(C)c1C
  1	0.9	-3	0	1	10	0.9	0	13	1
> COc1cc2c(cc1NC(=O)COC(=O)[C@@H](NC(=O)c1ccccc1F)C(C)C)oc1ccccc12
  0.8	0.8	-2	3	1	-5	0.8	-1	22	1
> O=C1CC(/C=C/c2ccccc2)=Nc2ccccc2N1
  1	0.9	-3	-5	0.7	3	0.9	1	7	1
> CS(=O)(=O)c1cc([N+](=O)[O-])c(Sc2nc3ccccc3[nH]2)c([N+](=O)[O-])c1
  0.8	0.9	16	-1	1	3	0.9	7	12	0.9
> CC(=O)c1cc(NC(=O)c2ccc([N+](=O)[O-])cc2)c(=O)oc1C
  1.4	1	-5	-3	1	-2	1.3	-4	1	1
> N#Cc1c(N)nc(SCc2ccccc2)c(C#N)c1-c1ccco1
  0.7	0.7	-8	-1	1	7	0.5	-2	26	1
> CC1CN(C(=O)N[C@@H](Cc2ccccc2)C(=O)O)CC(C)O1 (stereo partly drawn)
  1.1	0.9	-18	-3	1.1	-4	1	-10	8	1.1
> O=C(CCn1nnc2ccccc21)Nc1nnc(-c2ccccc2F)s1
  1	0.9	-4	1	1	-6	1	-3	10	1
> CC1CCN(C(=O)CCCOc2cc(=O)n(C)c3ccccc23)CC1
  0.9	1	-8	-2	1	4	0.9	-1	4	1
> COc1cc(C2C(C#N)=C(N)Oc3cc(C)n(CC4CCCO4)c(=O)c32)cc2c1OCO2 (stereo not drawn)
  1.1	1.1	4	-2	1	11	0.9	-6	-12	1.1
> Cc1cccc(-c2nc3c(c(SCC(N)=O)n2)CCCC3)c1
  0.9	0.9	-6	0	1	0	0.9	1	6	1
> CCOC(=O)c1ccc(NC(=O)c2n[nH]c(=O)c3ccccc23)cc1
  1	0.9	-2	2	0.9	8	1	0	8	1
> COc1cc(OC)cc(-c2nc(-c3ccc(Br)cc3)no2)c1
  1	0.9	-7	-1	1	4	1.1	-4	7	1
> O=C(c1cnn(-c2ccccc2)c1)c1ccccc1O
  0.8	0.9	6	-5	0.6	4	0.9	0	14	1
> COc1cc(NS(=O)(=O)c2ccc(N/C=C(\C#N)c3nc4cc(Cl)ccc4o3)cc2)nc(OC)n1
  1	0.8	-8	-4	1.1	4	0.8	-5	16	1.1
> CS(=O)(=O)N1N=C(c2cccs2)CC1c1ccccc1O (stereo not drawn)
  1	0.8	-12	3	1	8	1	-4	18	1
> O=C(O)c1csc(-n2nc(-c3ccccc3)cc2C(F)(F)F)n1
  1	0.8	-6	9	1	7	0.9	-2	20	1
> Cc1ccc(C2SCCN2C(=O)c2ccc([N+](=O)[O-])cc2)cc1 (stereo not drawn)
  0.9	0.8	-16	-4	1	10	0.9	-3	19	1
> CCOC(=O)C(Oc1ccc2c(-c3ccccc3)cc(=O)oc2c1C)c1ccccc1 (stereo not drawn)
  0.8	0.8	3	-8	1.1	-20	0.9	0	16	1
> CCOc1cccc2sc(NN)nc12
  1.6	0.9	4	-6	1	-2	2.2*	15	9	0.8
> CCOC(=O)C1CCN(C(=O)Nc2ccc3c(c2)nc(C)n3C)CC1
  0.8	0.9	-11	-1	1	13	0.9	-9	8	1.1
> O=C(Nc1ccccc1)N1N=CCC1c1ccccc1 (stereo not drawn)
  1	1	-6	-5	1	0	1	1	0	1
> CC(=O)N(CC(=O)Nc1nn(-c2ccccc2)nc1C(N)=O)Cc1ccccc1
  1	1	3	-4	1.1	4	0.7	-3	4	1
> CCCCc1[nH]c(=O)c(C#N)c2c1CSC(C)(C)C2
  1	0.8	-7	-1	1	12	0.9	-6	24	1.1
> COC(=O)C1SCC2C(=O)N(Cc3ccc(Cl)c(Cl)c3)CC(=O)N21 (stereo not drawn)
  0.9	0.9	-4	-8	1	10	0.9	-6	14	1.1
> CCSc1nc2ccc(C)cc2cc1C#N
  1	1	-14	-5	1.1	5	1	-8	3	1.1
> O=C(Cn1cc([N+](=O)[O-])cn1)Nc1nc2ccccc2s1
  0.8	0.8	-3	0	1	-17	0.9	-2	20	1

Additional compounds follow.
smiles	PMI activator	Diaph act CS	TNAP inh noacc	Efa HMGR inh	FLuc stim CS	G6PDH counter	PMI act satM6P	TNAP inh hiacc	Diaphorase inh	TNAP act hiacc
CCOC(=O)c1c(C)[nH]sc1=S	1.1	0.8	-8	-3	1	0	1.1	0	17	1
CCOc1ccc(S(=O)(=O)n2cnc3cc(C)c(C)cc32)cc1	0.8	0.8	-18	-2	1.1	-14	0.8	-7	24	1.1
O=C(NC(=S)Nc1cccc2ncccc12)c1cccs1	0.7	0.6	3	-3	1	3	0.3	-1	37	1
Cc1cc(C(=O)CSc2nc3ccccc3n2CCC#N)c(C)n1Cc1cccs1	0.9	0.8	-14	-1	1	-3	1	-3	18	1
O=c1c2nccnc2[nH]c(=S)n1Cc1ccccc1	1.2	0.9	-11	5	1	1	1	-1	11	1
Cc1nc2ccccc2nc(C)c1=NOCc1cccc(F)c1	0.9	0.9	-13	0	1.1	6	0.9	-5	14	1.1
COc1ccc(CCNc2oc(-c3ccc(OC)c(OC)c3)nc2C#N)cc1	0.9	0.8	-5	-6	1	5	0.9	-2	22	1
CC(=O)c1c(C)[nH]c(C(=O)OCC(=O)Nc2cc(C(F)(F)F)ccc2N2CCOCC2)c1C	0.9	0.7	-8	0	1.1	2	0.9	-4	25	1
CCN(C(=O)c1cccnc1)c1ccccc1	1	0.9	-3	-7	1.1	18	1	-1	7	1
CC(=O)Nc1ccc(S(=O)(=O)NNC(=O)COc2cccc(C)c2)cc1	0.9	0.9	-7	-2	1.1	3	1.6	-2	8	1
CCCNC(=O)c1nn2cc(Br)cnc2c1Cl	1	0.9	2	0	1	8	0.9	-1	10	1
COc1ccc(CCNS(=O)(=O)c2cccs2)cc1	1	1.1	1	-7	1.1	13	1	-6	-14	1.1
CCCC(=O)Nc1sc2c(c1C#N)CC(C)(C)NC2(C)C	1.1	1	-10	-6	1	4	1.1	-4	4	1
COc1ccc(NC(=O)CCNS(=O)(=O)c2ccc3c(c2)c(=O)n(C)c(=O)n3C)cc1	1	1	-5	-2	1	13	1	-3	-2	1
CC1CCCC(C)N1C(=O)COC(=O)CCc1nc2ccccc2c(=O)[nH]1 (stereo not drawn)	1.1	1	-11	0	1	8	1	1	-1	1
Cc1cc2oc(=O)cc(CN3CCN(Cc4ccccc4)CC3)c2cc1Cl	0.8	0.9	0	-4	1	10	0.9	-3	8	1
CCOC(=O)c1c(NC(=O)C(Sc2ccccc2)c2ccccc2)sc(C(=O)N(C)C)c1C (stereo not drawn)	0.9	1	15	-1	1.1	-12	1	2	0	1
Cc1ccc(-c2nnc(SCC(=O)N/N=C/c3ccc(C)s3)n2-c2ccccc2)cc1	0.9	0.9	-5	-1	1	-24	1	-1	10	1
N/C(=N\OC(=O)COc1ccc(Cl)cc1Br)c1cccnc1	1	0.8	-9	-3	0.7	11	1.1	-5	15	1
COc1c2occc2c(OC)c2c(=O)cc(C)oc12	0.9	0.9	-6	1	1	19	0.9	-1	14	1

Entries of single compounds, looked up by structure. Order of values: PMI activator, Diaph act CS, TNAP inh noacc, Efa HMGR inh, FLuc stim CS, G6PDH counter, PMI act satM6P, TNAP inh hiacc, Diaphorase inh, TNAP act hiacc
`CCOC(=O)c1c(NC(=O)C(Sc2ccccc2)c2ccccc2)sc(C(=O)N(C)C)c1C` (stereo not drawn) is listed with 0.9, 1, 15, -1, 1.1, -12, 1, 2, 0, 1
`N/C(=N\OC(=O)COc1ccc(Cl)cc1Br)c1cccnc1` is listed with 1, 0.8, -9, -3, 0.7, 11, 1.1, -5, 15, 1
`Cc1cc2oc(=O)cc(CN3CCN(Cc4ccccc4)CC3)c2cc1Cl` is listed with 0.8, 0.9, 0, -4, 1, 10, 0.9, -3, 8, 1
`COc1ccc(CCNS(=O)(=O)c2cccs2)cc1` is listed with 1, 1.1, 1, -7, 1.1, 13, 1, -6, -14, 1.1
`CC1CCCC(C)N1C(=O)COC(=O)CCc1nc2ccccc2c(=O)[nH]1` (stereo not drawn) is listed with 1.1, 1, -11, 0, 1, 8, 1, 1, -1, 1

Further records follow:
smiles	PMI activator	Diaph act CS	TNAP inh noacc	Efa HMGR inh	FLuc stim CS	G6PDH counter	PMI act satM6P	TNAP inh hiacc	Diaphorase inh	TNAP act hiacc
CC(C)Oc1ccc(C(=O)NC2CCCCC2)cc1	1	0.9	-10	-1	0.8	8	1.1	1	9	1
Cc1nnc(NC(=O)C(C)Oc2ccc3c(C)cc(=O)oc3c2)s1 (stereo not drawn)	1	1	-8	-2	1	2	1.1	0	0	1
O=C(CCSCCc1ccccn1)Nc1ccccn1	1.1	1.1	-5	-1	1	2	1	0	-6	1
CC(C)CCn1nnnc1C(c1ccccc1)N1CCC(C(N)=O)CC1 (stereo not drawn)	0.9	0.9	-13	-6	1	9	0.9	-7	8	1.1
